Assay outcomes deposited in PubChem by Broad Institute.
INS-1E GSIS act = primary screen for activators of insulin secretion dependent on glucose, INS-1E cells, GLuc reporter luminescence. INS-1E GLuc reporter insulin secretion, 2-3 h. activation, % at 16.6 µM. AID 743287. hit rate 0.61% among 370,000;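 active = lowest replicate activation of at least 40%, so every replicate reaches that level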;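 also: 0% = median of neutral control wells and 100% = median of IBMX positive control wells; some compounds called inactive have numbers as strong as hits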
Cneo AK release = Cryptococcus neoformans lysis via adenylate kinase release | C. neoformans lysis, adenylate kinase release luminescence, 4 h; normalised: neutral wells 0, clomiphene wells 100 | lysis activity, % at 15 µM | hit rate 0.2% among 360,000 | AID 651654;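 active = mean lysis activity across replicates of at least 80%, whatever share of replicates individually reach that level; inactive = mean lysis activity below 80%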
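Material – Cryptococcus neoformans yeast cells · Quantity – 5 × 10^6 yeast cells/mL · Buffer or medium – YPD medium · Compound – single dose · Timing – 4 h static compound exposure, 37 °C, read 1 h post-reagent · Signal – adenylate kinase release luminescence · Read-out basis – lysis from increased AK signal · Benchmarks – Clomiphene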
C2C12 statin = protects C2C12 myotubes from simvastatin toxicity; AID 602340; hit rate 0.78% among 330,000; ATP luminescence, 48 h; scaled: DMSO 0, geranylgeraniol control 100; rescue of ATP level, % at 7.49 µM;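 active = mean ATP rescue above about 67%, or every replicate alone reaching that limit, limit read from the data, passing the limit was not always enough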;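 also: myotubes were challenged with 10 µM simvastatin during compound exposure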
miR122 inh = blocks miR-122 activity in Huh7 sensor cells; Huh7 miR-122 Renilla luciferase sensor, 48 h; neutral wells = 0, positive control = 100; activation (reporter increase), % at 12.5 µM; hit rate 0.3% among 340,000;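 active = mean replicate activation score at least 90 and every replicate individually at or above 90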;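 also: higher luciferase means less miR-122 activity so hits act as miR-122 inhibitors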
PGC1a acetyl inh = lowers PGC1a acetylation signal in U2OS cells; AlphaScreen anti-acetyl-lysine; with virally co-expressed GCN5 acetyltransferase; inhibition, % at 15.6 µM; hit rate 0.17% among 350,000;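 active = every replicate shows inhibition of at least 40%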;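 also: 0% = neutral control wells and 100% = positive control wells; some results beyond the cut were filed as inactive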
FN deposition inh = fibronectin deposition inhibition; AH1F fibroblasts, Alexa488-fibronectin deposition fluorescence, overnight; inhibition, % at 12.6 µM; hit rate 0.086% among 350,000;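 active = mean inhibition across replicates of 30% or more, regardless of how many single replicates reach that level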;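 also: positive control wells lacked labelled fibronectin entirely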
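material = AH1F fibroblast monolayer depositing Alexa488-labelled fibronectin into matrix | amount = 10000 AH1F cells/well | buffer or medium = DMEM plus 2% serum, read in PBS | incubation = 1 h cell adhesion before compound, then overnight fibronectin incubation | detection = fluorescence at 485 nm excitation, 525 nm emission | evaluation = percent inhibition as loss of matrix-bound fibronectin fluorescence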
CFTR F508del cor = CFTR F508del correction in bronchial cells; hit rate 0.36% among 350,000; activity (quench increase), % at 7.58 µM; CFBE cells, YFP halide quenching; stimulated with forskolin plus potentiator P3; % fluorescence drop versus neutral controls; AID 720511;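 active = mean added fluorescence quench of at least 8% versus neutral control, with both replicates also reaching 8%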;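 also: cells transiently co-express mutant CFTR-F508del with the halide-sensitive YFP; corrector assay measuring rescue of mutant channel to the surface after 24 h compound exposure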
PglD inh = inhibitors of Campylobacter jejuni PglD acetyltransferase. inhibition, % at 12.5 µM. purified PglD enzyme, DTNB colorimetric CoA detection. hit rate 0.098% among 360,000; in the data active = inhibition above about 16%, passing the limit was not always enough; also: strong numbers were not always called active
Starred values were filed as active, the others as inactive; · = no result given; [ ] = another dose, or the depositor's remark.

SMILES	INS-1E GSIS act	Cneo AK release	C2C12 statin	miR122 inh	PGC1a acetyl inh	FN deposition inh	CFTR F508del cor	PglD inh
Cc1cc(NS(=O)(=O)c2ccc(NC(=O)C(C)Oc3cccc(C)c3C)cc2)nc(C)n1 (stereo not drawn)	3	6	-2	19	·	8	0.9	-3
CCSC1(SCC)N=C(N)C2(C#N)C(c3ccc(OC)c(OC)c3OC)C12C#N (stereo not drawn)	·	-1	49	-11	-3	·	·	1
CCCNC(=O)N1C[C@H](C)[C@@H](OC)CN(C)C(=O)c2cc(NC(=O)C3CCC3)ccc2OC[C@@H]1C	7	·	-4	-7[16.7 µM]	19	-6	-2.1	·
Cc1cccc(N2CC(O)(c3cccs3)[N+]3=C2CCCC3)c1C (stereo not drawn)	29	·	·	·	4	-4	-1.3	·
Cc1ccc(S(=O)(=O)N2CCC3(CC2)OCCO3)s1	4	1	-5	-4	·	1	-1.4	3
CCn1c(CN2CCOCC2)nnc1SCC(=O)Nc1ccccc1C	-8	1	-14	0	·	-13	-3.1	5
Cc1cc(C)cc(-n2nnc(C(=O)NCc3ccccc3Cl)c2N)c1	·	3	7	-6	-1	1	·	-4
O=C(C[C@H]1C[C@H]2c3cc(NC(=O)c4cccnc4)ccc3O[C@H]2[C@H](CO)O1)NC1CCCC1	4	·	·	·	-4	-20	0.5	·
CCOC(=O)c1c(C)n(-c2ccc(C)cc2)c2c(C(C(C)=O)C(=O)O)c(Br)c(O)c(O)c12 (stereo not drawn)	23	-1	32	-7	-25	·	·	3
COc1ccc(CNC(=O)CSc2nnc(C)c(=O)[nH]2)cc1	-9	·	-2	7	-1	6	-1.6	·
NCCc1nnc(SCc2c(F)cccc2Cl)o1	18	3	-8	3	-6	·	1.4	0
O=C(C[C@H]1C[C@H]2c3cc(NC(=O)c4ccc5c(c4)OCO5)ccc3O[C@H]2[C@H](CO)O1)NCc1ccc(Cl)cc1	-2	-3	7	-4[16.7 µM]	-15	-22	0.8	-3
O=C1OC(c2cc(Br)c(O)c(Br)c2)c2ccccc21 (stereo not drawn)	·	·	-3	2	-4	-3	-2.2	·
O=C(O)c1ccccc1NS(=O)(=O)c1ccccc1C(F)(F)F	10	-2	-26	3	6	·	3.3	-1
O=C(O)c1ccccc1N/N=C/C1=C(N2CCOCC2)C(=C\c2ccccc2)/CC1	-5	1	16	-5	2	4	1.6	-3
CCCN(C)C[C@@H]1OCCCC[C@@H](C)Oc2ccc(NC(=O)C3CCCCC3)cc2C(=O)N([C@@H](C)CO)C[C@@H]1C	-7	0	·	4[16.7 µM]	15	·	0.5	2
Cc1nnc(NC(=O)Cc2ccc(OCc3c(C)noc3C)cc2)s1	·	6	4	4	-45	2	·	-3
COc1ccc(O)c(C(=O)CC(=O)c2ccc(F)cc2)c1	-32	-6	3	-5	-1	·	·	1
CC(=O)c1ccc(N2CCN(C(=S)Nc3ccc(Oc4ccccc4)cc3)CC2)cc1	-3	·	·	1	-22	-7	0.7	·
COC(=O)[C@H](CCSC)NC(=O)Nc1ccc(OC)cc1	·	2	9	-8	4	·	·	1
O=C(NCCN1C(=O)S/C(=C\c2ccc(Cl)cc2)C1=O)c1ccc(F)c(S(=O)(=O)N2CCOCC2)c1	-6	2	·	-3	-3	1	0.7	8
CC1(C)CC(=O)c2c(O)cc(OCC(=O)N3CCN(c4ccccc4)CC3)cc2O1	-1	-2	-8	-1	-12	·	-1.6	-5
C[C@H](CO)N1C[C@H](C)[C@H](CN(C)Cc2ccncc2)Oc2cc(C#CCN(C)C)ccc2S1(=O)=O	7	-11	12	23[16.7 µM]	0	·	2.3	9
Cc1cc(C)cc(N(CC(=O)NC2CCCC2)C(=O)CNC(=O)c2ccco2)c1	2	1	19	-3	·	0	-0.1	-3
COc1cccc(CN2CC(C(=O)N3CCSCC3)CCC2=O)c1 (stereo not drawn)	20	1	2	-5	·	9	-2.0	-2
O=C(Nc1ccc(F)c([N+](=O)[O-])c1)C(=O)c1c(O)[nH]c2ccccc12	-9	·	·	·	-10	12	0.2	·
CCCC(NC(=O)C(C)N1CCN(S(=O)(=O)c2ccccc2)CC1)c1ccccc1 (stereo not drawn)	·	-4	8	-10	9	5	-1.4	1
CCOc1ccc(NC(=O)CSc2nc3ccccc3nc2N2CCCC2)cc1	-12	0	2	0	-2	-2	-1.3	2
Cc1ccc(NC(=O)c2ncn(CCCN(C)CCc3ccccn3)n2)cc1C	3	4	-5	-5	-14	0	-2.8	-3
C=C(C)CNC(=S)/N=c1\scc(C)n1CC	12	6	-6	-4	4	0	·	2
COC(=O)c1cc(NC(=O)CC2NC3CCCCC3NC2=O)cc(C(=O)OC)c1 (stereo not drawn)	-6	-2	21	1	-12	3	·	1
O=C(COc1ccc(S(=O)(=O)N2CCCCC2)cc1)NCC1CCCO1 (stereo not drawn)	-14	·	7	2	0	0	-2.2	·
Cc1onc(-c2c(Cl)cccc2Cl)c1C(=O)N1CCCCC1	11	-4	-7	1	-1	1	0.4	3
CC(=O)Nc1cccc(C(=O)OCC(=O)N(c2ccccc2)C2CCS(=O)(=O)C2)c1 (stereo not drawn)	-2	2	15	-5	-8	3	0.5	3
CC12CCC(C(=O)N(CCCCN3CCN(Cc4ccccc4)CC3)C1=O)C2(C)C (stereo not drawn)	-3	1	·	0	13	12	-1.1	0
O=C(C[C@@H]1C=C[C@@H](NC(=O)CCN2CCCCC2)[C@H](CO)O1)Nc1ccc(-c2ccccc2)cc1	2	-1	-13	-9[16.7 µM]	0	2	-2.6	1
Cc1nc2nc(-c3ccco3)[nH]n2c(=O)c1Cc1ccccc1	·	3	·	2	1	·	·	0
CC(=O)OCCN(CCCn1c(-c2ccncc2)nc2ccccc21)c1nc(-c2ccc(C)cc2)cs1	10	0	5	-3	7	-7	1.0	3
Cc1ccc(SCC(=O)NC(C)(C)C)cc1	·	·	7	-5	1	-9	·	·
CCOC(=O)C1=C(C)NC(=O)NC1c1ccc(Cl)cc1Cl (stereo not drawn)	7	·	14	-1	9	·	·	·

Rewritten with values under each structure: two of the compounds above
Below each SMILES – INS-1E GSIS act, Cneo AK release, C2C12 statin, miR122 inh, PGC1a acetyl inh, FN deposition inh, CFTR F508del cor, PglD inh
- CCCNC(=O)N1C[C@H](C)[C@@H](OC)CN(C)C(=O)c2cc(NC(=O)C3CCC3)ccc2OC[C@@H]1C
→ 7, ·, -4, -7[16.7 µM], 19, -6, -2.1, ·
- O=C(O)c1ccccc1N/N=C/C1=C(N2CCOCC2)C(=C\c2ccccc2)/CC1
→ -5, 1, 16, -5, 2, 4, 1.6, -3

The list continues:
SMILES	INS-1E GSIS act	Cneo AK release	C2C12 statin	miR122 inh	PGC1a acetyl inh	FN deposition inh	CFTR F508del cor	PglD inh
CCCn1c(SCC(=O)N2CCc3ccccc3C2)nc(O)cc1=O	-6	-2	16	·	7	-5	2.1	-5
CCc1cc(C(=O)N(C)CC(=O)N(CC(C)C)c2c(N)n(CC(C)C)c(=O)[nH]c2=O)sc1C	·	-1	·	-3	3	·	·	0
O=C(CN1C(=O)NC(c2ccc(F)cc2)C1=O)Nc1ccc2c(c1)OCCO2 (stereo not drawn)	3	-2	-4	-3	-9	-3	4.3	3
O=C(COc1ccc(S(=O)(=O)N2CCCC2)cc1)Nc1ccc(F)cc1	7	2	-6	1	·	-7	-0.5	4
O=C(COC(=O)C1CCCO1)Nc1nc(-c2ccc(F)cc2)cs1 (stereo not drawn)	-14	1	-7	·	-9	-4	-3.4	-6
CCOc1ccc(C2C(=O)N(C3CCCCC3)CC(=O)N2CC2CCCO2)cc1OC (stereo not drawn)	3	0	·	-9	-11	·	1.2	6
COc1ccc(CNC(=O)COC(=O)c2cc(-c3ccc(Cl)s3)nc3ccccc23)cc1	·	3	5	4	-11	·	·	7
O=C(c1cccnc1)N1C[C@@H]2[C@H](c3ccccc31)[C@H](CO)N2C(=O)Nc1cccc(F)c1	13	0	8	-10[16.7 µM]	0	·	-1.2	-2
CCCCN1C(=O)C2NN=C(C(=O)OC)C2C1=O (stereo not drawn)	·	4	2	-3	-4	11	·	1
CSc1nc(O)c(Nc2cccc(Cl)c2)c(=O)[nH]1	4	0	11	·	·	4	0.2	-3
CO[C@@H]1CN(C)C(=O)c2cc(NC(=O)C3CCC3)ccc2OC[C@@H](C)N(Cc2ccccn2)C[C@@H]1C	-11	-5	-3	·	-4	2	2.2	-4
Cc1ccc(-n2c(=O)cc(N3CCN(Cc4ccccc4)CC3)[nH]c2=O)cc1	·	0	·	0	-1	-11	-2.5	5
NC(=O)C1CCN(C2=C(Cl)C(=O)c3ccccc3C2=O)CC1	·	-6	-61	-70	-66	·	·	2
Cc1ccc(S(=O)(=O)CCC(=O)OCC(=O)NC(C)c2ccc(F)cc2)cc1 (stereo not drawn)	1	2	8	7	-2	3	-2.3	-3
CC(C)c1cccc(-c2ccc3c(c2)S(=O)(=O)c2cccc(C(=O)NCc4ccccc4)c2C3=O)c1	1	-6	-71	1	5	-21	-2.6	1
COC(=O)C=CC(=NNc1ccccc1)c1ccccc1	12	0	-2	-8	-14	2	-0.5	-4
COCCNC(=O)Cn1ncc2ccsc2c1=O	8	1	5	1	·	2	-3.8	-2
Cc1ccc(N/C=C/C(=O)c2ccccc2)cc1C	12	·	·	3	-6	2	·	-1
COc1ccc(NS(=O)(=O)c2ccc(S(=O)(=O)N(C)C)cc2)cc1S(N)(=O)=O	5	·	7	0	·	9	1.4	·
COC(=O)C[C@@H]1CC[C@@H]2[C@@H](COc3ccc(NC(=O)c4cnccn4)cc3C(=O)N2C)O1	-5	1	27	4[16.7 µM]	-5	0	0.0	0
Cc1ccc(Cc2c(C3CCCCC3)nc3ccc(C)cn23)cc1	·	4	1	4	-9	10	2.4	5
O=C(NCCc1cn2ccccc2n1)c1ccccc1F	-2	-2	4	·	·	·	·	7
O=C(CN(CC1CCCO1)C(=O)CNS(=O)(=O)c1ccc(Cl)cc1)NCc1ccccc1 (stereo not drawn)	-4	0	1	-1	·	2	0.2	-4
O=C(Nc1ccccc1F)c1ccc(CNS(=O)(=O)c2cccc(C(F)(F)F)c2)cc1	33	2	3	-10	-5	·	·	1
O=C(/C=C/c1cn(-c2ccccc2)nc1-c1cccnc1)c1ccco1	6	·	·	·	6	-7	-2.8	·
O=C1CCCN1CN(C(=O)c1ccccc1)c1ccc(F)cc1	·	-2	-15	5	6	-1	·	-3
O=C(Nc1c2c(nn1-c1ccc(F)cc1)CS(=O)C2)c1ccco1 (stereo not drawn)	9	-2	6	0	·	·	1.1	-2
O=C(COC(=O)c1ccccc1)NC12CC3CC(CC(C3)C1)C2	-7	2	-1	-5	-5	9	2.2	-3
CN(C)S(=O)(=O)c1cccc(C(=O)N(Cc2ccc(F)cc2)Cc2ccco2)c1	·	0	7	5	1	·	·	1
CC(C)(C)OC(=O)N[C@@H](Cc1ccccc1)C(=O)N[C@@H](CO)[C@H](O)[C@@H]1C[C@@H]1C(=O)NC1CC1	·	2	9	-2	0	12	2.1	1

Gathered by group: the compounds so far with a CF3 group (2)
SMILES	INS-1E GSIS act	Cneo AK release	C2C12 statin	miR122 inh	PGC1a acetyl inh	FN deposition inh	CFTR F508del cor	PglD inh
O=C(O)c1ccccc1NS(=O)(=O)c1ccccc1C(F)(F)F	10	-2	-26	3	6	·	3.3	-1
O=C(Nc1ccccc1F)c1ccc(CNS(=O)(=O)c2cccc(C(F)(F)F)c2)cc1	33	2	3	-10	-5	·	·	1
